RAM network inh = blocks the yeast RAM network; S. cerevisiae dse1pr::URA3 reporter, 5-FOA growth OD615, 2 d; analog-sensitive cbk1-as2 kinase mutant strain; inhibition, % at 50 µM; hit rate 1.8% among 190,000;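 active means inhibition above a set limit, 3 SD over mean compound inhibition, cut at about 8.4% in these data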;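 further: 0% = DMSO-only wells with no growth and 100% = 10 µM 1-NA-PP1 full growth; inhibition rescues growth on 5-FOA so higher OD means more RAM inhibition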
FLuc inh counter = Photinus pyralis luciferase inhibition counter-screen. P08659. ATPLite firefly luciferase biochemical luminescence, 10 min. inhibition, % at 10 µM. hit rate 1.5% among 200,000. AID 1006;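 active means inhibition above about 50% when tested at 10 µM, limit read from the data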
TNAP inh hiacc = inhibitors of human TNAP at high phosphate acceptor concentration; P05186; purified TNAP, CDP-star luminescence, 1 M DEA; inhibition, % at 20 µM; hit rate 0.03% among 200,000;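 active means over 50% inhibition of tissue-nonspecific alkaline phosphatase at 20 µM in the single-dose screen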;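 further: plate controls were DMSO wells for no effect and EDTA-quenched wells as full inhibition for full effect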
Target sequence (P05186 whole entry, looked up): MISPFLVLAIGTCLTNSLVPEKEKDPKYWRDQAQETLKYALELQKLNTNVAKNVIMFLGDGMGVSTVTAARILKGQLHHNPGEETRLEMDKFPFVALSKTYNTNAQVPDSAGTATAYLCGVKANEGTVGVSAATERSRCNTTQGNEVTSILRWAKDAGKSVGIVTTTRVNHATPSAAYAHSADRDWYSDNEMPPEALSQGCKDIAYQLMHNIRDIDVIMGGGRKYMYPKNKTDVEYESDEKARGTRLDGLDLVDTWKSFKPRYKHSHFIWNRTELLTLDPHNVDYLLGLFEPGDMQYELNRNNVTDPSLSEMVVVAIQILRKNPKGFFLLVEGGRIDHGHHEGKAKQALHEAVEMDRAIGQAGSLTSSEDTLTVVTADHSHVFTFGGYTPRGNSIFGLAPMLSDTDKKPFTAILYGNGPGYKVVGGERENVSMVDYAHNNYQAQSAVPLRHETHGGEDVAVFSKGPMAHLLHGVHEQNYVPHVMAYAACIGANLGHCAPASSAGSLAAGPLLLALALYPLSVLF
TNAP inh noacc = TNAP (human) inhibition, acceptor-free conditions; P05186; purified TNAP, CDP-star luminescence, 30 min; inhibition, % at 20 µM; hit rate 0.26% among 200,000;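 active means tissue-nonspecific alkaline phosphatase inhibition above about 50% at 20 µM in the single-dose screen, limit read from the data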;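 further: 0% = DMSO negative control and 100% = EDTA positive control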
bIAP inh = intestinal alkaline phosphatase (bovine) inhibition; purified bovine IAP, CDP-star luminescence, 30 min; inhibition, % at 20 µM; 190,000 tested, under 10 active;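 active means over 50% inhibition of intestinal alkaline phosphatase at 20 µM in the single-dose screen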
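Incubation: 30 min reaction at room temperature / Material: purified bovine intestinal alkaline phosphatase (IAP) enzyme / Input: enzyme at 1/65,000,000 dilution / Dosing: 20 µM single dose / Signal: CDP-star luminescence signal / Reagent: CDP-star chemiluminescent phosphatase substrate, 30 µM final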
bIAP activator = increases bovine intestinal alkaline phosphatase activity; purified bovine IAP, CDP-star luminescence, 30 min; hits give high values; fold of DMSO-control signal, blank-subtracted; activation factor at 20 µM; hit rate 0.17% among 200,000; AID 1016;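 active means activation factor of 2 or more at 20 µM, a signal rise over negative controls twice the positive control's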
TNAP act hiacc = TNAP (human) activation, high acceptor. P05186. purified TNAP, CDP-star luminescence, 1 M DEA, 30 min; hits give high values; 0 = EDTA background, 1 = DMSO-only activity. AID 1136. activation factor at 20 µM. 200,000 tested, under 10 active;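 active means activation factor at least 2 at 20 µM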
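Measured by: Luminescent substrate turnover signal | Test system: Human TNAP | Input: TNAP 1/800 final | Dosing: 20 µM single point | Schedule: 30 min, room temperature | Controls: EDTA wells as negative control, DMSO wells as positive control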
FLuc act counter = affects firefly luciferase, flagging false hits in luciferase stimulation screens | P08659 | ATPlite luciferase biochemical, luminescence, 10 min; 0 = ATP-free wells, 1 = DMSO control | activation factor at 10 µM | 200,000 tested, under 10 active | AID 1027;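 active means luciferase activation factor, scaled between plate controls, of at least 2 with compound at 10 µM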
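assay system = Luciferase/luciferin detection reagent, cell-free biochemical luciferase assay | also added = ATP substrate | times = 10 min post-reagent at room temperature | measured by = luminescence from luciferase reaction | measure = luciferase activation, seen as luminescence increase over controls | benchmarks = low control with PBS replacing ATP, high control enzyme plus ATP without compound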
APP transl inh = APP translation inhibition; inhibition, % at 2 µM; hit rate 0.82% among 190,000; SH-SY5Y APP 5'UTR-luciferase reporter, luminescence;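 active means inhibition above a set limit, derived from the sample mean plus 3 SD, cut at about 45% in these data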; further: values of inactives mirror those of a sister screen read the other way
L major viab = reduces viability of Leishmania major promastigotes | inhibition, % at 10 µM | resazurin fluorescence viability | hit rate 9% among 200,000 | AID 1063; in the data active means inhibition above about 50%;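 further: promastigotes grown with compound for 44 hours at 28 °C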
Starred values were filed as active, the others as inactive; x = not tested or not shown. Hits appear at their usual frequency; any-hit rate near 13%.

canonical_smiles,RAM network inh,FLuc inh counter,TNAP inh hiacc,TNAP inh noacc,bIAP inh,bIAP activator,TNAP act hiacc,FLuc act counter,APP transl inh,L major viab
COc1ccc(S(=O)(=O)N(C)CC(=O)N2CCCCC2)cc1Cl,0.1,-10.7,-7.9,-9.7,0.8,1,1.1,1.1,-10.3,0.4
CCCCOc1cccc(C2C(C(=O)c3cccs3)=C(O)C(=O)N2Cc2cccnc2)c1 (stereo not given),3.8,0.6,-0.3,-6.3,-19.7,1.2,1,1,-10.5,-6.3
COCC(=O)Nc1ccc(S(=O)(=O)NCCc2ccccc2)cc1,-0.5,-6.5,-10.9,-7.6,8.3,0.9,1.1,1.1,-41.1,-4.0
CC1CN(CCCCOc2cccc(Oc3ccccc3)c2)CC(C)O1 (stereo not given),-0.6,-1.3,-1.5,-9.6,-7.3,1.1,1,1,-2.9,-3.6
O=S(=O)(c1cccc(-c2nnco2)c1)N1CCOCC1,0.1,-0.5,3.5,-1.9,-3.1,1,1,1,5.0,-0.8
CC12CCC(C)(c3nc4ccccc4nc31)C2(C)C,-0.3,-3.3,-4.2,-5.5,10.1,0.9,1,1,-2.7,-5.1
COC(=O)c1cc(Cl)c(NC(=O)Cc2ccccc2)cc1OC,2.2,-4.6,-0.9,-5.6,-8.2,1.1,1,1,-22.2,7.3
COc1ccc(Nc2ncc(F)c(N3CCOCC3)n2)cc1,0.2,75.2*,-6.1,-19.7,-1.2,1,1.1,0.2,-152.7,19.7
O=C(C1COc2ccccc2O1)N1CCN(c2ccccc2Cl)CC1 (stereo not given),1.3,-7.8,-5.6,3.3,2.0,1,1.1,1.1,-9.7,4.2
O=C(COC(=O)c1ccc(S(=O)(=O)NCc2ccco2)cc1)NC1CCCCC1,4.4,-3.8,-1.9,-17.3,11.3,0.9,1,1,-10.1,-2.1
CC1CN=C(NC2CCCCC2C)S1 (stereo not given),1.9,-4.6,-5.4,-4.6,13.0,0.9,1.1,1,3.7,-0.2
O=C(O)CCC(=O)Nc1ccc(S(=O)(=O)N2CCCC2)cc1,-0.5,-3.5,-3.6,-9.8,15.7,0.8,1,1,-3.8,-5.7
Cc1cc(C(=O)Nc2ccon2)cs1,1.5,-0.7,-2.4,-9.8,7.1,0.9,1,1,11.4,-3.5
O=C1C(C=NCCCN2CCOCC2)=C(O)c2ccccc21,1.1,-0.7,-7.7,-14.8,10.8,0.9,1.1,1,-11.7,7.5
CN1CCN(C(=O)c2cccc(S(=O)(=O)N3CCCCC3)c2)CC1,-0.3,-3.6,-7.6,-10.9,-3.2,1,1.1,1,-5.8,0.4
OCCNCc1cccc2ccccc12,1.5,0.2,-5.4,-11.7,-8.9,1.1,1.1,1,-1.1,-6.6
N=c1sccn1CC(=O)Nc1cc(Cl)ccc1[N+](=O)[O-],2.0,-0.8,0.6,1.6,-4.7,1,1,1,-5.7,3.8
CCn1cc(-c2cc(C(=O)O)c3ccccc3n2)c(C)n1,0.1,30.7,-1.0,-3.6,-29.5,1.3,1,0.7,22.8,-2.8
O=C(Oc1ccccc1)n1c(=S)oc2ccccc21,0.0,-5.0,-2.4,-13.6,0.0,1,1,1.1,-14.4,22.0
O=S(=O)(Nc1nc2ccccc2nc1Cl)c1ccc(Br)cc1,-0.5,-1.3,-1.4,-4.4,-14.5,1.1,1,1,24.7,-11.2
COC(=O)c1ccccc1NC(=O)CSc1nnc(-c2ccc(OC)cc2)n1C,2.8,-4.3,-4.7,-10.7,5.3,0.9,1,1,-4.2,-1.8
O=C(Nc1ccc2c(c1)OCCO2)N1CCOCC1,1.8,5.4,-2.9,-8.9,-11.2,1.1,1,0.9,-18.2,0.5
CCCNC(=O)COC(=O)c1n[nH]c2ccccc12,0.1,-4.8,-3.0,31.0,-7.1,1.1,1,1,-0.5,-7.4
CSc1nc2ccccc2n1C(=O)NC1CCCCC1,1.1,1.0,-2.3,-9.4,5.3,0.9,1,1,x,-4.2
Cc1ccc(Nc2c(-c3ccc(N4CCOCC4)cc3)nc3ncccn23)cc1C,2.3,6.9,2.9,-4.0,-6.8,1.1,1,0.9,1.0,25.1

One compound at a time (already shown). Order of screens: RAM network inh, FLuc inh counter, TNAP inh hiacc, TNAP inh noacc, bIAP inh, bIAP activator, TNAP act hiacc, FLuc act counter, APP transl inh, L major viab
`O=C(COC(=O)c1ccc(S(=O)(=O)NCc2ccco2)cc1)NC1CCCCC1` is listed with 4.4, -3.8, -1.9, -17.3, 11.3, 0.9, 1, 1, -10.1, -2.1
`Cc1cc(C(=O)Nc2ccon2)cs1` is listed with 1.5, -0.7, -2.4, -9.8, 7.1, 0.9, 1, 1, 11.4, -3.5

The list continues:
canonical_smiles,RAM network inh,FLuc inh counter,TNAP inh hiacc,TNAP inh noacc,bIAP inh,bIAP activator,TNAP act hiacc,FLuc act counter,APP transl inh,L major viab
NCCCC[C@@H]1NC(=O)c2cc([N+](=O)[O-])cc(I)c2SC[C@@H](C(N)=O)NC(=O)[C@H](CCC(N)=O)NC1=O,0.1,-6.4,-0.8,-7.6,16.3,0.8,1,1.1,-0.9,-6.1
COc1ccc(S(=O)(=O)N2CCN(C)CC2)c2ccccc12,0.3,-1.2,-2.8,-13.1,2.8,1,1,1,13.3,-3.3
O=C(O)CC(C(=O)Nc1ccc(Cl)cc1Cl)C1CCCO1 (stereo not given),0.0,-4.9,-7.9,-11.1,9.0,0.9,1.1,1,10.0,-7.4
O=C(NCc1ccccn1)c1ccc(CNS(=O)(=O)c2ccc(F)cc2)cc1,2.8,-4.0,6.2,-1.6,-5.2,1.1,0.9,1,-17.8,-3.3
c1ccc(CN2CN=C(Nc3nc4ccccc4s3)NC2)cc1,0.5,-6.6,-3.6,-4.9,1.0,1,1,1.1,-0.6,-4.4
O=C(Nc1ccc(-c2nc3ccccc3[nH]2)cc1)c1cccc(N2C(=O)CCC2=O)c1,2.2,-0.8,-7.7,-2.0,6.9,0.9,1.1,1,-4.7,49.3
CCc1ccc(C(=O)CSc2n[nH]c(-c3ccncc3)n2)cc1,1.1,26.8,-4.4,6.2,6.9,0.9,1,0.7,9.9,-2.9
COc1ccc(Cl)cc1N(CC(=O)Nc1ccccc1SC)S(C)(=O)=O,0.4,-4.1,4.3,-3.0,-11.3,1.1,1,1,5.5,22.0
CC1CC1C(=O)Nc1ccc(-c2ccccc2)cc1 (stereo not given),5.0,13.5,-7.3,-2.1,5.3,0.9,1.1,0.9,-120.8,51.0*
CC(C)(C)OC(=O)N1CCN(C(=O)Nc2ccc3c(c2)OCCO3)CC1,1.0,-2.4,-1.1,-10.7,-9.6,1.1,1,1,-17.8,-2.2
O=C(NCc1ccccc1)Nc1cccn(Cc2c(F)cccc2Cl)c1=O,3.4,14.9,-1.5,-5.7,-4.1,1,1,0.9,9.9,-3.9
Cn1ncc(Br)c1C(=O)Nc1ccc(F)cc1F,1.5,-6.0,-1.8,-10.0,18.3,0.8,1,1.1,-3.4,-2.2
COc1ccc(-c2nc3c(-c4ccccc4)cnn3cc2C)cc1F,4.0,-7.4,-8.8,-13.3,14.0,0.9,1.1,1.1,-25.5,-5.2
CCN(c1ccccc1)S(=O)(=O)c1ccc2[nH]c(=O)[nH]c2c1,0.4,-6.0,-0.8,64.9*,3.4,1,1,1.1,7.3,-5.3
O=C(NCCN1C(=O)S/C(=C\c2ccc(OC(F)F)cc2)C1=O)c1cnccn1,1.4,-4.4,-1.0,-4.0,6.8,0.9,1,1,76.5*,34.1
O=C(/C=C/c1cc2c(cc1Br)OCO2)NCc1ccc(F)cc1,3.7,-4.5,-1.5,-0.2,13.9,0.9,1,1,-9.7,-4.3
NS(=O)(=O)c1ccc(CNC(=O)C2(c3ccc(Cl)cc3)CC2)cc1,0.4,-9.4,-5.4,-4.9,-20.2,1.2,1.1,1.1,-6.3,85.4*
Cn1c(=O)[nH]c(=O)c2c1nc(N(CCO)Cc1ccccc1)n2CCCc1ccccc1,-0.7,-6.5,-5.5,-16.2,6.5,0.9,1.1,1.1,0.3,30.5
N#CCC1c2ccccc2CCN1C(=O)Nc1cccc(Cl)c1 (stereo not given),0.0,-6.0,0.1,-9.4,23.8,0.8,1,1.1,-2.5,63.2*
CC1(C)Cc2c(sc3nnn(Cc4ccc(Cl)cc4)c(=O)c23)CO1,3.2,2.6,3.3,-5.7,35.4,0.6,1,1,-5.1,0.7
CCOc1ccc(N(CC(=O)NCCCOC)S(C)(=O)=O)cc1,0.1,-1.1,-4.8,-9.5,2.8,1,1,1,5.9,-6.0
COc1cc(/C=N/Nc2cccc(C)c2)ccc1OC(=O)c1ccco1,4.0,-4.5,-1.9,-19.8,3.4,1,1,1,-3.6,-5.3
Cc1c(C(=O)NCc2ccc(F)cc2)c(-c2ccccc2)nn1-c1ccccc1,1.8,-6.6,-3.2,-20.5,13.0,0.9,1,1.1,5.2,22.4
CC1(C)NC(=O)N(CC(O)Cn2nnc3ccccc32)C1=O (stereo not given),0.2,-2.0,0.6,-7.5,0.8,1,1,1,0.6,-4.3
Fc1ccc(-c2cc3nc(-c4ccccc4)cc(N4CCOCC4)n3n2)cc1,2.2,-4.9,-6.5,-20.8,7.2,0.9,1.1,1,6.6,6.2
Cc1ccc(N2C(N)=C(C#N)C(c3cccnc3)C3=C2CC(C)(C)CC3=O)cc1 (stereo not given),0.9,-4.6,0.7,-1.6,1.4,1,1,1,10.3,-1.5

Bioassay records deposited in PubChem BioAssay by several laboratories.
